FBW7 act: activators of human E3 ligase FBW7; Q969H0; AlphaScreen FBW7–phospho-cyclin E peptide binding, activator screen; normalized activity (activation), % at 26.1 µM; 650,000 tested, 0.13% active; in the data active = normalized activity above about 1.9%;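 note: purified mutant Fbw7 with reduced substrate affinity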
Target sequence (Q969H0 whole entry, looked up): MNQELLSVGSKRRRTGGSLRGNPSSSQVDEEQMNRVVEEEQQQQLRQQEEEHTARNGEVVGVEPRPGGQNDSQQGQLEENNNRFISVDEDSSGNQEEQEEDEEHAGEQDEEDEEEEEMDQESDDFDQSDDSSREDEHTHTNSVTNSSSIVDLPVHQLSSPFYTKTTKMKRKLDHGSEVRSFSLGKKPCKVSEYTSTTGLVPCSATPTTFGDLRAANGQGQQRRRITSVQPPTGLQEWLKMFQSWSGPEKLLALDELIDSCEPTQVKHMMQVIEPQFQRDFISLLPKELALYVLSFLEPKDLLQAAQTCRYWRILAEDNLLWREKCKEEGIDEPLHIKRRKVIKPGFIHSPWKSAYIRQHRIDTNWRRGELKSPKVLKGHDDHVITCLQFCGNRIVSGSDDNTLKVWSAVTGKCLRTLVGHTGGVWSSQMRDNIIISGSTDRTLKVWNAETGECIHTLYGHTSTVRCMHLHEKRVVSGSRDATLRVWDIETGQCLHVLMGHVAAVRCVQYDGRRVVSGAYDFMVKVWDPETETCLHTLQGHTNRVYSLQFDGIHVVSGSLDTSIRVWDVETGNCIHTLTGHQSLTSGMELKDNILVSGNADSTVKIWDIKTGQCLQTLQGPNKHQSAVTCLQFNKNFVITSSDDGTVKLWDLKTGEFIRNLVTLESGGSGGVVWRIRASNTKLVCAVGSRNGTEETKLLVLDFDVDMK
MITF inh: blocks human microphthalmia-associated transcription factor. O75030. inhibition, % at 2.6 µM. AID 1259374. 650,000 tested, 0.91% active. AlphaScreen MITF homodimerization, bead proximity signal; in the data active = inhibition above about 50%;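 note: 0% = vehicle wells with protein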
TEAD-YAP inh: TEAD-YAP interaction inhibition; HEK-TIYL cells, TEAD-Gal4/YAP UAS-luciferase luminescence; 640,000 tested, 1.4% active; inhibition, % at 9.12 µM; in the data active = inhibition above about 32%;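 note: 0% = median of test compound wells and 100% = reference inhibitor wells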
GPR151 ag: activators of human GPR151; Q8TDV0; PathHunter beta-arrestin GPR151 cells, luminescence; activation, % at 11.2 µM; 650,000 tested, 1% active; AID 1508602; in the data active = activation above about 4.9%;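 note: 0% = median of compound wells and 100% = cells with positive control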
Target sequence (Q8TDV0 whole entry, looked up): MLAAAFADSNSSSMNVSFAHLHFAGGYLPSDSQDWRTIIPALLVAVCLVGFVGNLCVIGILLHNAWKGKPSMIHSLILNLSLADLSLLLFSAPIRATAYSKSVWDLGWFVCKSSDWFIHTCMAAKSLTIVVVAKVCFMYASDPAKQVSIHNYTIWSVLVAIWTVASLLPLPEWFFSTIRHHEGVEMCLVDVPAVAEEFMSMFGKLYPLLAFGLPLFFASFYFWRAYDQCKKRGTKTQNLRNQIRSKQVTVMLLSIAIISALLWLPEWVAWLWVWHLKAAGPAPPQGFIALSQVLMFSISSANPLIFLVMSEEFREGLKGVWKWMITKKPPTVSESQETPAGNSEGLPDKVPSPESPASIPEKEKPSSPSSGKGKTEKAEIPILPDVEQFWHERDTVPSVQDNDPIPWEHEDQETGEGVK
* hit, by the source's call.

SMILES	FBW7 act	MITF inh	TEAD-YAP inh	GPR151 ag
CCOc1ccc(-c2nc3c(cnn3-c3ccccc3)c(=O)[nH]2)cc1	0.1	-4	-6	0.8
Cc1ccc(NC(=S)NC(=O)COc2ccc(Cl)cc2)c(Br)c1	0.1	14	-14	-1.8
O=c1oc2ccc(Cl)cc2cc1-c1nnc(Nc2cc(C(F)(F)F)ccc2Cl)s1	-0.2	-1	-11	-0.2
CC1CN(CCC(=O)NC(C)c2cnn(-c3ccccc3)c2)Cc2ccccc2O1 (configuration not stated)	0.2	8	17	-1.1
Cc1n(CCO)c2cc(Cl)c(Cl)cc2[n+]1CCO	1.2	3	19	-0.4
CC(C)(C)NC(=O)C(=O)NNC(=O)c1cc([N+](=O)[O-])cc([N+](=O)[O-])c1	0.0	14	6	0.3
NC(=O)Cn1c(=O)n(-c2ccc(F)cc2)c(=O)c2sccc21	-0.1	3	1	4.8
O=C(CCl)NCc1ccccc1Cl	0.1	9	10	2.0
Nc1ncc(-c2ccc(F)c(Cl)c2)nc1NCc1ccncc1	0.1	5	7	0.0
O=C(O)C1CC=CCC1C(=O)NCCc1cccc(Cl)c1 (configuration not stated)	-0.1	-2	-7	2.2
COc1cc(OC)cc(C(=O)Nc2ccc(OCC(N)=O)cc2)c1	0.1	9	-11	-7.7
Cc1ccc(C(=O)NNC(=O)c2cc3nc(-c4cccs4)cc(C(F)(F)F)n3n2)cc1[N+](=O)[O-]	0.3	7	-2	3.3
COc1ccccc1NC(=O)C1=C(C)NC(SCC(N)=O)=C(C#N)C1c1ccccc1Cl (configuration not stated)	-0.1	10	-5	0.1
CCSc1ccc(CC(=O)Nc2nc(C)c(C(C)=O)s2)cc1	-0.1	-4	-9	-0.3
Cn1c(=O)c2ccccc2n2c(SCC(=O)NCc3ccc(F)cc3)nnc12	0.0	13	4	0.6
CCOC(=O)c1cnc2ccc(OCC)cc2c1Nc1ccc(C)cc1Br	-0.2	-7	-9	1.0
CCc1ccc(OCC(=O)Nc2nonc2NC(=O)COc2ccc(CC)cc2)cc1	0.1	1	0	-0.1
Cc1ccccc1N=C1S/C(=C\c2ccc(O)cc2)C(=O)N1c1ccccc1C	0.1	-4	8	0.6
Cc1cccc(NC(=O)N2CCN(c3cc(-n4nc(C)cc4C)ncn3)CC2)c1	0.4	16	-1	-0.9
Cc1cc(NC(=O)c2cncc(Br)c2)no1	0.4	11	19	-1.4
COc1cc(NC(=O)Cc2c(C(=O)O)[nH]c3ccc(Cl)cc23)cc(OC)c1OC	-0.1	17	6	-0.3
CCOc1ccc(S(=O)(=O)N(CC(=O)N2CCN(c3ccccc3OC)CC2)c2ccccc2)cc1	0.0	-3	13	-0.3
Cc1sc2ncn(CC(=O)Nc3ccc(C(C)C)cc3)c(=O)c2c1C	-0.2	-5	4	-0.1
CSC1=C(C#N)C(c2ccc(F)cc2)CC(=O)N1 (configuration not stated)	0.1	10	9	1.4
NC(=O)CN1C(=O)C2(OCCO2)c2ccccc21	0.5	23	-11	-0.5

Remaining list, next part.
SMILES	FBW7 act	MITF inh	TEAD-YAP inh	GPR151 ag
COc1cc(/C=C2/C(=O)NN(c3ccc(C)c(C)c3)C2=O)cc(Cl)c1O	0.1	12	0	3.4
COC(=O)Cn1c(C)c(CN2CCC3(CC2)NC(=O)c2ccccc2O3)c2ccccc21	-0.1	3	-5	0.4
CCCN1CC2=C(C1=O)C(c1ccc(F)cc1)NC(=O)N2 (configuration not stated)	0.2	20	4	-0.5
CCN(CC)c1nc(NCCN(C(C)C)C(C)C)nc(NCc2ccc3c(c2)OCO3)n1	0.1	1	0	-1.1
COC(=O)c1cccc(C(=O)Nc2cccc(NC(=O)c3cccc(C(=O)OC)n3)n2)n1	0.2	-3	-2	-0.4
O=C(c1ccc(Cn2cc(Cl)cn2)o1)N1CCC[C@H]1[C@H](O)c1nc2ccccc2s1	0.0	-6	2	1.5
Cc1cccc(NC(=O)c2cccc(-n3cc(NC(=O)Cc4ccccc4C)cn3)c2)c1	0.1	-15	-5	3.4
O=C(Nc1ccccc1C(=O)N1CCN(Cc2ccccc2)CC1)c1ccccc1F	0.1	-2	3	-0.8
CCc1cccc(NC(=O)c2ccc(CNc3c(N4CCCC4)c(=O)c3=O)cc2)c1	0.0	-3	5	-0.4
CCCCCCOc1ccc(S(C)(=O)=O)cc1N	0.0	8	-41	-2.3
C=CCn1c(=O)c(C(=O)Nc2cc(C)ccn2)c(O)c2ccccc21	-0.1	-6	-7	-0.6
O=C(O)c1ccccc1C(=O)N1CCC(c2nnc(-c3ccccc3)o2)CC1	-0.1	-6	-7	-0.3
Cc1ccc(S(=O)(=O)N(CCC(=O)NCc2ccc(F)cc2)Cc2c(Cl)cccc2Cl)cc1	-0.1	-4	-1	0.4
O=c1n(Cc2cccnc2)nc(-c2cccs2)n1-c1cccnc1	0.0	-4	-4	0.6
CC(=O)N1CCOC1c1ccccc1O (configuration not stated)	-0.2	5	2	0.5
Cc1ccc(C2C(=O)N(C3CCC(C)CC3)CC(=O)N2CCc2ccccc2)cc1 (configuration not stated)	-0.2	0	-27	0.4
CC(=O)c1c(C)[nH]c(C(=O)COC(=O)CNC(=O)c2cccc(C)c2)c1C	0.1	8	3	-0.3
O=C1c2ccccc2C(=O)N1Cc1ccc(S(=O)(=O)Nc2ccc3c(c2)oc2ccccc23)cc1	0.3	5	4	-0.2
COCCNC(=S)N1CCc2cc(OC)c(OC)cc2C1c1cccs1 (configuration not stated)	0.3	16	-6	-1.1
N#CC1C(=O)NC(=O)C([n+]2ccccc2)C1c1ccc(Cl)cc1 (configuration not stated)	0.0	14	1	0.6
COc1ccc(-c2cc(C(F)(F)F)n3nc(C(=O)Nc4sc5c(c4C#N)CCC(C)C5)cc3n2)cc1OC (configuration not stated)	0.1	-9	2	0.8
CCOc1ccc(C(=O)Nc2c3c(nn2-c2cccc(Cl)c2)CS(=O)(=O)C3)cc1	-0.1	2	-5	-1.5
Cc1cccc(C2CC(c3ccccc3Cl)Nc3ncnn32)c1 (configuration not stated)	-0.1	2	-4	-0.6
O=C(CN1C(=O)CCC1=O)NCc1ccc2c(c1)OCO2	0.0	-3	-4	-1.2
C=CCNS(=O)(=O)c1ccc(NC(=O)c2ccc(-c3ccccc3)cc2)cc1	0.1	2	5	-0.5

Among those listed so far, these have a cyano group.
SMILES	FBW7 act	MITF inh	TEAD-YAP inh	GPR151 ag
COc1ccccc1NC(=O)C1=C(C)NC(SCC(N)=O)=C(C#N)C1c1ccccc1Cl (configuration not stated)	-0.1	10	-5	0.1
CSC1=C(C#N)C(c2ccc(F)cc2)CC(=O)N1 (configuration not stated)	0.1	10	9	1.4
N#CC1C(=O)NC(=O)C([n+]2ccccc2)C1c1ccc(Cl)cc1 (configuration not stated)	0.0	14	1	0.6
COc1ccc(-c2cc(C(F)(F)F)n3nc(C(=O)Nc4sc5c(c4C#N)CCC(C)C5)cc3n2)cc1OC (configuration not stated)	0.1	-9	2	0.8

Later entries
SMILES	FBW7 act	MITF inh	TEAD-YAP inh	GPR151 ag
Cc1nn(C)c(C)c1-c1nc(C(=O)NCCN(C(C)C)C(C)C)cs1	0.1	5	-5	-0.5
O=C(CN1CCN(Cc2ccccc2)C1=O)NCc1cccnc1	-0.2	3	-8	1.0
O=C(/C=C/c1ccccc1Cl)Nc1ccc(Br)cc1	-0.1	-3	-53	0.7
COc1ccccc1C(=O)Nn1c(-c2cc(OC)c(OC)c(OC)c2)nc2ccccc2c1=O	0.1	10	-12	0.3
COc1ccc(-n2nc(C(=O)NCC(=O)N3CCC(C(N)=O)CC3)c3ccccc3c2=O)c(OC)c1	-0.1	6	3	-0.7
COc1ccccc1NC(=O)c1ccc(N(Cc2ccccc2)S(C)(=O)=O)cc1	0.1	-13	-7	0.8
Oc1cccc(C(=S)N2CCOCC2)c1	-0.1	2	0	0.6
O=C(Cn1cnc2ccccc2c1=O)NNC(=S)NCc1ccccc1	-0.3	-13	10	2.4
COc1ccc(-c2csc3nc[nH]c(=O)c23)cc1OC	-0.3	2	8	0.5
COc1ccccc1NC(=O)CN1C(=O)CC(c2ccccc2)Sc2ccccc21 (configuration not stated)	0.5	4	-6	0.7
Cc1ccc(C2=C/C(=C/c3ccc(Cl)cc3Cl)C(=O)O2)c(C)c1	0.0	7	-4	0.5
CC(C)(C)c1ccc(CN[C@H]2C[C@H]3C(=O)N[C@@H](Cc4ccc(Cl)cc4)C(=O)N3C2)cc1	0.1	15	8	-1.2
CCc1ccc(NC(=O)CS(=O)CC(=O)NCC2OCCc3ccccc32)cc1 (configuration not stated)	-0.2	11	15	-0.4
COc1cccc2c(C(=O)O)cc(=O)[nH]c12	0.0	22	7	-0.1
O=C(Nc1cccc2ccccc12)C(=O)c1c(O)[nH]c2ccccc12	0.0	11	-4	1.4
CCCCCN(C(=O)NC(=O)Nc1ccccc1)S(=O)(=O)c1ccccc1	0.4	8	-27	0.3
COC(=O)c1ccc(/C=C2/C(=O)N(C)C(=S)N2C)cc1	0.3	14	9	-0.4
O=C(Cc1ccc([N+](=O)[O-])cc1)NCCC1=CCCCC1	-0.2	11	-8	0.6
CCCCN(c1ccccc1C(=O)O)S(=O)(=O)c1ccc2c(c1)n(C)c(=O)n2C	0.0	5	-7	-0.7
Cc1ccc(C(=O)NNC(=O)c2cccs2)cc1	0.1	2	-41	-0.7
O=C(COc1ccc(Cl)cc1)Nc1c2c(nn1-c1ccc(Cl)cc1)CS(=O)(=O)C2	0.0	1	-5	0.3
Clc1cccc(Cl)c1C1Nc2ccc3ccccc3c2C2C=CCC21 (configuration not stated)	-0.1	-2	-2	1.8
CC(C)NC(=O)NC(=O)CN1C(=O)NC2(CCc3ccccc3C2)C1=O (configuration not stated)	0.0	2	-2	0.4
CC(C)(C)NC(=O)N1CCN(Cc2nc(-c3ccco3)cs2)CC1	0.3	9	-6	-1.0
CC1CCN(Cc2nnnn2CC(=O)N2CCC(c3ccccc3Cl)C2)CC1 (configuration not stated)	-0.2	4	7	-0.5

Of the compounds above, these contain two or more sulfur atoms.
SMILES	FBW7 act	MITF inh	TEAD-YAP inh	GPR151 ag
CCSc1ccc(CC(=O)Nc2nc(C)c(C(C)=O)s2)cc1	-0.1	-4	-9	-0.3
COCCNC(=S)N1CCc2cc(OC)c(OC)cc2C1c1cccs1 (configuration not stated)	0.3	16	-6	-1.1

(continued)
SMILES	FBW7 act	MITF inh	TEAD-YAP inh	GPR151 ag
O=C(COC(=O)c1c2ccccc2cc2ccccc12)NCC(F)(F)F	0.3	3	0	-2.4
COCCOC(=O)C1=C(C)NC2N=C(SC)NC(=O)N2C1c1cccc([N+](=O)[O-])c1 (configuration not stated)	0.6	6	11	-1.1
Cc1nn(C)c(C)c1-c1cc(C(=O)NCCO)ccn1	0.0	8	1	-0.6
COc1ccc(C2(C)NN=C(c3ccccc3)S2)cc1 (configuration not stated)	0.0	7	-23	-2.7
CCC(=O)N(C)/C=C1\Sc2ccccc2C1=O	-0.1	12	0	-1.2
C=CCc1cccc2cc(C(=O)N3CCCCCC3)c(=O)oc12	-0.1	-9	-3	0.9
c1cc(-c2ccnc(Nc3ccc(-n4cnc(N5CCOCC5)n4)cc3)n2)cc(N2CCOCC2)c1	0.2	-7	43*	0.9
O=C(NCCc1ccco1)c1cccc(NC2=NC3CS(=O)(=O)CC3S2)c1 (configuration not stated)	1.1	18	-1	1.0
O=C(CCCN1C(=O)/C(=C\c2ccccc2)SC1=S)Nc1ccc(C(=O)O)cc1	0.7	12	8	-0.3
Cc1onc(C(=O)Nc2cccc(C(F)(F)F)c2)c1[N+](=O)[O-]	0.2	3	9	-2.6
NC(=O)c1cc2nc(-c3ccc(Cl)cc3)cc(C(F)(F)F)n2n1	0.1	19	2	0.4
Cc1ccc(C)c(N(CC(=O)NC2CC2)S(C)(=O)=O)c1	0.0	-4	1	-0.6
COc1ccc(CCNc2nc(Nc3ccncn3)nc3c2ncn3-c2ccccc2)cc1	-0.1	10	-3	2.9
N#CC1=C(N)n2c(s/c(=C/c3cccnc3)c2=O)=C(C#N)C1c1cccnc1 (configuration not stated)	-0.2	18	5	-0.2
Cc1cc(C)cc(Oc2nc3ccccn3c(=O)c2/C=C(\C#N)C(=O)N2CCOCC2)c1	-0.1	13	37*	0.7
CCOc1ccc(NC(=O)CNC(=O)c2ccc([N+](=O)[O-])cc2)cc1	-0.1	1	17	-1.5
COc1cc(OC)cc(-c2nc3ccccc3c(=O)n2OC(=O)c2ccc(C)c(C)c2)c1	0.0	1	-4	1.2
Cc1ccc(-c2n[nH]c(=O)c3ccccc23)cc1S(=O)(=O)NC(C)C	0.0	20	17	-0.3
CCCCC1SC(=Nc2ccccc2)N(S(=O)(=O)c2ccc(C)cc2)C1=O (configuration not stated)	0.8	13	0	0.3
CCOC(=O)C1C(=O)C=C(C)C(C(=O)OCC)C1c1cccc([N+](=O)[O-])c1 (configuration not stated)	-0.1	-29	3	0.3
CCCOC(=O)C(C)Oc1ccc2c(=O)c(-c3ccccc3Cl)coc2c1 (configuration not stated)	-0.1	-11	-10	0.5
CCOc1ccccc1NC(=O)c1c(NC(=O)c2ccccc2F)sc2c1CCC(C)C2 (configuration not stated)	0.0	-8	3	0.5
CC(=O)Oc1ccccc1C(=O)Oc1ccc(/C=N/n2cnnc2)cc1	-0.3	-7	-4	3.7
COc1cccc(N2C(=O)C=C(C)C2=O)c1	-0.1	-5	2	0.7
N/C(=N\c1nc2ccccc2o1)NC(=O)C1CC1	-0.3	-6	-57	-0.1

Compounds listed so far containing a tert-butyl group:
SMILES	FBW7 act	MITF inh	TEAD-YAP inh	GPR151 ag
CC(C)(C)NC(=O)C(=O)NNC(=O)c1cc([N+](=O)[O-])cc([N+](=O)[O-])c1	0.0	14	6	0.3
CC(C)(C)c1ccc(CN[C@H]2C[C@H]3C(=O)N[C@@H](Cc4ccc(Cl)cc4)C(=O)N3C2)cc1	0.1	15	8	-1.2
CC(C)(C)NC(=O)N1CCN(Cc2nc(-c3ccco3)cs2)CC1	0.3	9	-6	-1.0
